Screening results as filed in PubChem.
TCR activator – Activators of T cell receptors: qHTS campaign; primary human leukocytes, anti-CD3, IL-2 HTRF, 48 h; Potency, µM (top dose mostly 9.22 µM), for the others: top-dose activation of IL-2 secretion, actives largely listed as activators; 330,000 tested, under 10 active; also: % of control where 0% means no effect
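Readout: HTRF IL-2, Eu-cryptate/d2 antibody pair, 320nm excitation, 665nm emission. Stimulus: a-CD3 beads, no co-stimulation. Cells: primary human leukocytes. Exposure: 48 hr with compound.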
TRPV1 ag – HTS Assay for Compounds that Act as Agonists of the Vanilloid Receptor 1 | activation, % at 8.33 µM | Transient receptor potential cation channel subfamily V member 1 (Homo sapiens), Q8NER1 | TRPV1-expressing cells, Fluo-8 calcium influx, agonist mode | actives 0.19% (n = 320,000); in the data active = activation above about 80%; inconclusive = between about 30% and that limit; also: 0% is about no effect
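Cells expressing TRPV1 were dye-loaded with Fluo-8 and read kinetically: 10 s baseline, 3 min after compound (agonist portion), then 2 min after EC20 capsaicin (allosteric enhancer portion). Calcium-bound dye fluorescence at 480/520 nm.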
TSG101-PTAP inh – qHTS Assay for Iinhibitors of HIV-1 Budding by Blocking the Interaction of PTAP/TSG101. AID 493005, 2010. Tumor susceptibility gene 101 protein (Homo sapiens), Q99816. 340,000 tested, under 10 active. Potency, µM (titrated, usually from 115 µM), for inactives: at the top dose activity change, negative = inhibition, hits mostly inhibitors. Fluorescence polarization, FITC-PTAP peptide / Tsg101 binding; active = well fitted inhibition curve with a large enough effect in the main read-out, with a control signal flat, not every such curve was filed as active; inconclusive = small, poorly fitted or top-dose-only effect, or effect the other way, or a change in a side signal; inactive = no such curve, though single readings can be large or run the other way; also: potency is read from the fitted curve at half-maximal effect; % of control where 0% means no effect
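FP read-out: FITC-PTAP peptide, 50 nM final, binding Tsg101 binding domain, 10 uM final; 20 min, r.t.; 10 mM HEPES pH 7.5, 0.15 M NaCl, 0.01% Tween 20, 3 mM EDTA, 0.1 mM TCEP.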
A-T KAP1 phos – qHTS Assay for Identifying a Potential Treatment of Ataxia-Telangiectasia. […] A-T fibroblasts, KAP-1 phosphorylation AlphaLISA; neocarzinostatin DNA damage 30 min before lysis. Potency, µM (series often up to 57.5 µM), for inactives: at the top dose activation, usual class: activators. actives 0.19% (n = 320,000). AID 485349, 2010; also: potency is read from the fitted curve at half-maximal effect; % of control where 0% means no effect; nearly all actives have a fitted effect of over 45% in size
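hTERT-immortalized A-T patient fibroblasts ([…]), 500 cells/well in OPTI-MEM, 1% FBS, got compounds for 60 min, then NCS for 30 min at 37C. Lysates were then assayed for phospho-KAP-1 by AlphaLISA (anti-pKAP1 donor, anti-KAP1 acceptor beads), 6 hr at 25C.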
BRCA1 expr up – qHTS Assay to Identify Small Molecule Activators of BRCA1 Expression; MCF7-BRCA1-FFLuc reporter, luminescence, 48 h; response scale: scaled: vehicle 0%, 10 µM genistein 100%; Potency, µM (series often up to 46.1 µM), for inactives: at the top dose activation, actives largely listed as activators; actives 1.1% (n = 380,000); AID 624202, 2012; also: potency is read from the fitted curve at half-maximal effect; nearly all actives have a fitted effect of over 80% in size; some results filed as inactive show a strong effect at the top dose
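48 h compound treatment of MCF7-BRCA1-FFLuc cells (phenol-red free MEM, 37 °C), then 15 min with luciferase substrate and luminescence imaging.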
ELG1 repair inh – qHTS screen for small molecules that inhibit ELG1-dependent DNA repair in human embryonic kidney (HEK293T) cells expressing luciferase-tagged ELG1 | HEK293T ELG1-luciferase reporter, luminescence, 16 h; DNA damage induced by 5-fluorouridine | Potency, µM (top dose mostly 46.1 µM), without a hit: top-dose activity change, negative = inhibition, usual class: inhibitors | actives 2.3% (n = 330,000); also: potency is read from the fitted curve at half-maximal effect; % is scaled to controls: 0 for no effect and ±100 for the full control effect; nearly all actives have a fitted effect of over 55% in size
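Luminescence from the luciferase reporter, measured 30 min after ONE-Glo reagent at room temperature, was the read-out. Beforehand, 2,000 cells per well were exposed for 16 hr at 37 °C to 5-fluorouridine together with compound or vehicle.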
B2AR arrestin – qHTS assay of beta-arrestin-biased ligands of beta2-adrenergic receptor; actives 0.02% (n = 330,000); Beta-2 adrenergic receptor (Homo sapiens), P07550; Potency, µM (doses to about 46.1 µM), for inactives: top-dose activation, usual class: activators; beta-arrestin recruitment to beta2AR, cell-based reporter;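 also: potency is read from the fitted curve at half-maximal effect; 0% = DMSO controls and full agonism = EC100 isoproterenol or metaproterenol; nearly all actives have a fitted effect of over 65% in size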
p53 reactivation – qHTS assay for re-activators of p53 using a Luc reporter; Potency, µM (titrated, usually from 92.2 µM), without a hit: top-dose activity change, positive = activation, actives largely listed as activators; actives 0.063% (n = 320,000); H1299 p53-A138V BP100-luciferase reporter, luminescence, 24 h; also: potency is read from the fitted curve at half-maximal effect; % of control where 0% means no effect; nearly all actives have a fitted effect of over 45% in size
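p53-null H1299 cells stably carrying temperature-sensitive p53-A138V and a BP100-luciferase reporter were pinned with compounds (4-point, 1:5 series) and held 24 hrs at 37 deg C. Luminescence was read 10 min after detection reagent.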
a7 integrin act – qHTS for Activators of Integrin-Mediated Alleviation for Muscular Dystrophy. AID 624291, 2012. Potency, µM (highest dose often 38.3 µM), inactives show top-dose activation, most hits filed as activators. actives 0.064% (n = 350,000). alpha7betagal myoblasts, beta-gal FDG fluorescence, 48 h;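 also: potency is read from the fitted curve at half-maximal effect; 100% = response of the positive control SU9516; nearly all actives have a fitted effect of over 60% in size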
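alpha7betagal+/- myoblasts (passage 13, 250/well) treated 48 h at 37C with compounds at 1:260 dilution of DMSO stock. Lysed, then beta-galactosidase activity read as FDG fluorescence (ex 480/em 540) after 30 min, with pre-read for autofluorescence.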
MLL CXXC-DNA inh – qHTS Fluorescence Polarization Assay for Inhibitors of MLL CXXC domain - DNA interaction; Potency, µM (top dose mostly 115 µM), for inactives: top-dose activity change, negative = inhibition, usual class: inhibitors; MLL-CXXC / FITC-HOXA9 DNA fluorescence polarization; AID 2662, 2010; Histone-lysine N-methyltransferase 2A (Homo sapiens), Q03164; actives 0.037% (n = 290,000); active = well fitted inhibition curve with a large enough effect in the polarisation, with a control signal flat, not every such curve was filed as active; inconclusive = small, poorly fitted or top-dose-only effect, or effect the other way, or a change in a side signal; inactive = no such curve, though single readings can be large or run the other way; the % refers to the polarisation; also: potency is read from the fitted curve at half-maximal effect
Target sequence (Q03164 whole entry, looked up, the tested form may be a part): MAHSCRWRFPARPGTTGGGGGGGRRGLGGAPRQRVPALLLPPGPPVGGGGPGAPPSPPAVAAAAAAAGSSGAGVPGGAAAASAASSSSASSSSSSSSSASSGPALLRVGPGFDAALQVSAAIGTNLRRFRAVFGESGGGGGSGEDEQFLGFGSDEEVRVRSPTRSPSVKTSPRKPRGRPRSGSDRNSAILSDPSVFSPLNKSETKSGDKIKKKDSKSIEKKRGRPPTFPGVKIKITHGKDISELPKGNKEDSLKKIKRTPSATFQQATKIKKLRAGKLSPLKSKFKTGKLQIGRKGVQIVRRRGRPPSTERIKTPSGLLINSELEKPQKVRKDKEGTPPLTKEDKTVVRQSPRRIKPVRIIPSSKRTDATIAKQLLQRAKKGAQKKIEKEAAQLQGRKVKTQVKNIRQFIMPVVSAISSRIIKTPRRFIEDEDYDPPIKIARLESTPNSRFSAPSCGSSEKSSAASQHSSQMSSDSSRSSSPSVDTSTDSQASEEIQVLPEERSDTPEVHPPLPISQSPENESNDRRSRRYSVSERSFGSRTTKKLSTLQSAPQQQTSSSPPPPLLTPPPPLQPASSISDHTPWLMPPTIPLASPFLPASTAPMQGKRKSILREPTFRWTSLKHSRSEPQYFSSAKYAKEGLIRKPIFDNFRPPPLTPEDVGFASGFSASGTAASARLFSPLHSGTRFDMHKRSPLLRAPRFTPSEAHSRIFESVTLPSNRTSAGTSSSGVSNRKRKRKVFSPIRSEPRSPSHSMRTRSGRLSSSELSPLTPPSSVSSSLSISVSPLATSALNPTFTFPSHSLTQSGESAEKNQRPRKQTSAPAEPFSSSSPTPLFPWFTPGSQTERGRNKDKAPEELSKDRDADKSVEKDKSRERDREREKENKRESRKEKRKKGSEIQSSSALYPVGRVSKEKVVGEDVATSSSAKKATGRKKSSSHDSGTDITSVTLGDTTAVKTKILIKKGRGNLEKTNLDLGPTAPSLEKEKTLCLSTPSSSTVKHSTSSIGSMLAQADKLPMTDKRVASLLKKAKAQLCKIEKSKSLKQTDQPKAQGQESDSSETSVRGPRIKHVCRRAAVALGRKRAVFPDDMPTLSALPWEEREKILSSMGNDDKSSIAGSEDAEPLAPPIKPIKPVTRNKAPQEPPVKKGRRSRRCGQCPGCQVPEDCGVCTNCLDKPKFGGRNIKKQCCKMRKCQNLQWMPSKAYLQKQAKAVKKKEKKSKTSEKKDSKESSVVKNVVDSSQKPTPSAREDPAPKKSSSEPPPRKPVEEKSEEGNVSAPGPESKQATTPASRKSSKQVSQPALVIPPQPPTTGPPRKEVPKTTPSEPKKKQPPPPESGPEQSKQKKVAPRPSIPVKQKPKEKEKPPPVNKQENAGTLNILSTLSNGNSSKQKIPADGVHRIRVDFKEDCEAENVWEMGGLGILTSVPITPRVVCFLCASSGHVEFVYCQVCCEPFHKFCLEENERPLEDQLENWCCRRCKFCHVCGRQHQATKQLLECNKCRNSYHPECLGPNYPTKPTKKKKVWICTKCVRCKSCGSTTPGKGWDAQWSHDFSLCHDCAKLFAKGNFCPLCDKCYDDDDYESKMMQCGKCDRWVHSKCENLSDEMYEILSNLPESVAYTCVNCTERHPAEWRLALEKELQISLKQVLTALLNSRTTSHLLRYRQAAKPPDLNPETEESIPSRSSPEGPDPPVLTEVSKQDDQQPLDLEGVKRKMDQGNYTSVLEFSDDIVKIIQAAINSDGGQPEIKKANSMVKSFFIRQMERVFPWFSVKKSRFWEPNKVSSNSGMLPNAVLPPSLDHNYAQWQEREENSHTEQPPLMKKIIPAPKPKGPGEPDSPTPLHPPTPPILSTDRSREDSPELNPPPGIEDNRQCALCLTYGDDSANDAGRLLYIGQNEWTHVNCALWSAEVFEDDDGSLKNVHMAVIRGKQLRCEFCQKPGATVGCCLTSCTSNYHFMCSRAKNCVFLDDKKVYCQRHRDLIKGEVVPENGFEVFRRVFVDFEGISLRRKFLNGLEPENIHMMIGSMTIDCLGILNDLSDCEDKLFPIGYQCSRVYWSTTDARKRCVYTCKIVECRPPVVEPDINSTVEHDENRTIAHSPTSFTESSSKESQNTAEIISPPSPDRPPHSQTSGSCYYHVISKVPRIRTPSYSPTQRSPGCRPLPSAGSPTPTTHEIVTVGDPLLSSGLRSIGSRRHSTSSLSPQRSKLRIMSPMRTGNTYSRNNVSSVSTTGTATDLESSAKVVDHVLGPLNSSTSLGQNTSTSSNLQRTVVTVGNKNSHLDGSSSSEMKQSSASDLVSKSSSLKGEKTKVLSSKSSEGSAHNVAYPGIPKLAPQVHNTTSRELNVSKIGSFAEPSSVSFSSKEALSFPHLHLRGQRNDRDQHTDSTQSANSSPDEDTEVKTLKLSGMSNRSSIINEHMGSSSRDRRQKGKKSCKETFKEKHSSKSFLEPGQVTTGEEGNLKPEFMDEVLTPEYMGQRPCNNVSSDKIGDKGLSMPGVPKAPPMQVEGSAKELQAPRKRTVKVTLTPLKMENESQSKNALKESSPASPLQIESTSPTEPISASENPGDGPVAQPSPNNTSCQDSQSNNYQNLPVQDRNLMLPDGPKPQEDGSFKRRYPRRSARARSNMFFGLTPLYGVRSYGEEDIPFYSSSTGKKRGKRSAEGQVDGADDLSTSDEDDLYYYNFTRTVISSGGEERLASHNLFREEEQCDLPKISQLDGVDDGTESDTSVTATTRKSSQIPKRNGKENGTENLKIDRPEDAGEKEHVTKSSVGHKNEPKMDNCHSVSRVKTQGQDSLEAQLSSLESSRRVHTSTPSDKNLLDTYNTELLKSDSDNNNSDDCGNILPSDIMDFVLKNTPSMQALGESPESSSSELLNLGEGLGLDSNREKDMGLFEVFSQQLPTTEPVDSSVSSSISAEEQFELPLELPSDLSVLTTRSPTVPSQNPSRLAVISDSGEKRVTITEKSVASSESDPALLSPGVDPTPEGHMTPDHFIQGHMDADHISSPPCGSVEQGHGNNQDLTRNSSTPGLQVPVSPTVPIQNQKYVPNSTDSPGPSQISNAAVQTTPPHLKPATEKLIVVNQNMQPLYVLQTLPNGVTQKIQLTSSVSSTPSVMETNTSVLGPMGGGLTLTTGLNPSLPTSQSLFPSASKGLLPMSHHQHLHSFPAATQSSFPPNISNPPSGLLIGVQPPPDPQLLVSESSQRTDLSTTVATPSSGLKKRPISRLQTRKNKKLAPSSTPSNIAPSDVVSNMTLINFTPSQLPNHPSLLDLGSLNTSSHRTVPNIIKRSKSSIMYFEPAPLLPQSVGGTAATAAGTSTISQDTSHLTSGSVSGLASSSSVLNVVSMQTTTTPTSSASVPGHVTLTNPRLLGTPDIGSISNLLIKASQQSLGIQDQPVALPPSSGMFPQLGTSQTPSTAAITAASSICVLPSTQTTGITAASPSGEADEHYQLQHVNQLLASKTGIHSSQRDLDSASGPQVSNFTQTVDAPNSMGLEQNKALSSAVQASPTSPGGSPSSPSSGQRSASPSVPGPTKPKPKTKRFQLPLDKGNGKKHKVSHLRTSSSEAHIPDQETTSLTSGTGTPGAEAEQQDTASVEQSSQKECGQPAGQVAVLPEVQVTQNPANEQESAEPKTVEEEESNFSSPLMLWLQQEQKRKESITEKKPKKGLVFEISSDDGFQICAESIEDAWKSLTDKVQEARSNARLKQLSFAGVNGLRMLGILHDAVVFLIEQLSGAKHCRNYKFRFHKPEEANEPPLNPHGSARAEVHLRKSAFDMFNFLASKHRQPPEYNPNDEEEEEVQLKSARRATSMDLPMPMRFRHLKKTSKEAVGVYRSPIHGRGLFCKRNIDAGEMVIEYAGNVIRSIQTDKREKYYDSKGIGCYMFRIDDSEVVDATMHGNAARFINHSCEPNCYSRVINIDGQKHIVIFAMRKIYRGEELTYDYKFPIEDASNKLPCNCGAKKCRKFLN
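Fluorescence polarization: 7 uM MLL-CXXC (stock) preincubated 5 min with compounds, then 50 nM fluorescein-HOX-A9 DNA (stock) added; 30 min ambient. Buffer 50 mM Tris-HCl pH 7.5, 50 mM NaCl, 1 mM DTT, 0.05% BSA.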
* = called active by the depositor; ? = inconclusive; nt = no result given; & = joins results of further samples; [ ] = remark or other dose. Unless noted, calls follow the shape of the dose curve; as a rule, active = well fitted curve in the direction sought with a large enough effect; inconclusive = small, poorly fitted or top-dose-only effect, or another doubt; inactive = no such curve, though single readings can be large; an effect the other way counts as inactive or inconclusive.

SMILES	TCR activator	TRPV1 ag	TSG101-PTAP inh	A-T KAP1 phos	BRCA1 expr up	ELG1 repair inh	B2AR arrestin	p53 reactivation	a7 integrin act	MLL CXXC-DNA inh
COc1ccc(CN2CCN(c3cc(C)nc4c5c(C)cc(C)nc5nn34)CC2)cc1F	-0.9%	25.0	4.4%	4.4%	2.2%	-1.6%	-0.8%	2.2%	-12.3%	-3.4%
Cc1ccc(-n2nc3c(Cl)nnc(C)c3c2C)cc1	-4.9%[46.1 µM]	-3.4	-0.4%	1.2%	-24.0%	-2.6%	-0.4%	1.4%	35.6%	5.0%
CC(=O)Nc1cc2c(cc1C(=O)c1ccccc1)OCCO2	-12.0%	1.2	-9.1%	5.1%	6.3%	2.7%	-0.3%	2.0%	1.6%	1.9%
CCOc1ccc(C(OC(=O)c2ccco2)C(=O)NCc2ccc(C)cc2)cc1 (configuration not stated)	2.8%	3.8	-4.2%	3.6%	-2.3%	8.7%	-0.1%	2.0%	17.2%	-3.8%
CCCCn1nc(NC(=O)CCC)c2cc3cc(OC)ccc3nc21	-11.4%	?	-0.5%	35.4%	12.6µM*	12.9%	0.0%	-4.3%	-5.7%	14.9%
O=C(OCC(=O)N1CCN(S(=O)(=O)c2ccccc2)CC1)C1CCC1	-2.1%	nt	-0.7%	24.1%	-1.2%	?	-0.1%	1.3%	12.8%	nt
COc1ccccc1N1CCN(c2ncnc3sc(C(=O)NCC4CCCO4)c(C)c23)CC1 (configuration not stated)	-2.2%	22.8	-11.5%	-6.2%	0.3%	9.2µM*	-0.3%	-5.6%	?	-3.9%
CSCCC(NC(=O)OCc1ccccc1)C(=O)O (configuration not stated)	-3.9%[46.1 µM]	2.1	-2.4%	nt	14.3%	6.5%	-0.7%	-4.4%	12.4%	11.7%
COc1cc(C2c3c(oc4cc(C)c(C)cc4c3=O)C(=O)N2c2cc(C)ccn2)ccc1O (configuration not stated)	2.2%	16.4	-0.7%	8.6%	-14.0%	?	-0.1%	-4.1%	-17.5%	17.1%
O=C(N/N=C/c1cccc2nccnc12)c1ccncc1	3.3%	-4.0	-4.5%	0.8%	-9.1%	2.9%	-0.2%	14.3%	-33.5%	26.6%
O=C(NC1CCCc2ccccc21)c1ccc2c(c1)OCO2 (configuration not stated)	-4.4%	?	-8.3%	-4.8%	9.7%	5.2%	0.0%	11.9%	18.1%	2.3%
CC(C)N1CCC2(CC1)C(C#N)=C(N)NC(S)=C2C#N	7.9%[46.1 µM]	3.2	nt	-4.7%	nt	-23.7%	-0.7%	-16.3%	nt	16.1%
Cc1nnc(SCC(=O)NC2CCCCCC2)n1C(C)C	5.1%	-4.3	-1.6%	-0.1%	-1.5%	13.5%	-1.0%	22.4%	-9.7%	-1.6%
O=C(c1cccnc1)N(Cc1ccccc1)c1ccccc1	nt	0.4	3.9%	-0.4%	-1.6%	6.8%	0.0%	-8.8%	2.8%[7.66 µM]	9.2%
N#Cc1ccc(Cl)cc1NC(=O)CSc1cccc[n+]1[O-]	-4.3%	nt	-0.4%	0.1%	-15.9%	-1.3%	-0.8%	1.2%	-7.5%	nt
COc1ccc(Br)c(C(=O)OCC(=O)NC2CCCCCC2)c1	8.4%	?	2.0%	26.0%	-1.5%	-20.8%	0.0%	?	-32.5%	nt
CCOC(=O)c1c(-c2cccs2)csc1NC(=O)CCCC(=O)O	3.2%	5.0	-7.7%	7.8%	-9.1%	9.2%	-1.2%	-2.4%	1.8%	-14.2%
COc1ccccc1NCC(=O)N1CCN(S(=O)(=O)c2ccccc2)CC1	-1.1%	11.5	-2.1%	-3.8%	9.0%	0.0%	0.5%	-0.7%	-17.9%	nt
O=C(C[n+]1ccccc1)N/N=C/c1ccco1	4.9%	-1.1	-0.7%	-0.8%	-32.8%	-5.2%	0.0%	3.5%	8.7%	-8.1%
CN1CCCN(C(=O)/C=C/c2ccc(F)cc2)CC1	2.2%[46.1 µM]	-3.4	-0.6%	-9.5%	13.8%	14.1%	0.0%	4.0%	25.3%	7.6%
O=S(=O)(Nc1ccccc1OC(F)F)c1ccc(S(=O)(=O)N2CCCC2)cc1	1.2%	2.1	-2.4%	-3.4%	-8.2%	-1.6%	0.0%	-8.4%	4.6%	nt
Cc1sc2nc(CN3CCOCC3)[nH]c(=O)c2c1-c1ccccc1	-0.8%[46.1 µM]	2.5	-7.5%	-2.6%	-12.9%	-6.7%	-1.0%	-12.8%	-15.8%	2.5%
CC(=O)OC1CSc2nc3ccccc3n2C1 (configuration not stated)	-2.1%[46.1 µM]	1.3	-3.1%	3.6%	2.8%	1.4%	-0.8%	9.8%	5.5%	0.0%
CC(=O)C1=C(O)C(=O)N(c2ccc(C(=O)O)cc2)C1c1ccccc1 (configuration not stated)	2.0%	0.9	-2.0%	-2.4%	13.2%	3.7%	-0.4%	2.8%	20.3%	0.1%
CC(C)(C)c1ccc(S(=O)(=O)NCC(=O)N2CCN(C(=O)c3ccco3)CC2)cc1	nt	5.4	-4.9%	-0.7%	-2.0%	-7.4%	0.1%	-5.5%	-23.3%[7.66 µM]	-1.6%
CCc1nnc(NC(=O)C2CCCN(S(=O)(=O)c3ccccc3)C2)s1 (configuration not stated)	2.6%	0.2	-9.6%	4.7%	-4.8%	-28.7%	0.1%	-3.8%	-25.2%	-3.4%
Cc1cc(C)cc(OCC(=O)Nc2ccc(F)cc2)c1	-8.4%	-1.4	-1.8%	0.4%	29.4%	-1.4%	0.3%	7.5%	7.1%	-10.7%
COc1cc(NC(=O)C2CCC(CNc3c(N4CCC(C)CC4)c(=O)c3=O)CC2)cc(OC)c1 (configuration not stated)	-3.7%&5.2%	10.7	1.5%&0.2%	-2.1%	-34.2%&-20.7%	?	-0.8%	-10.9%	-0.2%&2.7%	1.8%
COc1cccc(C2C(C(=O)c3cccs3)=C(O)C(=O)N2c2cc(C)on2)c1 (configuration not stated)	2.3%	-3.3	-6.7%	-10.8%	7.5%	25.7%	-1.3%	16.1%	5.6%	3.7%
CCn1c(=S)sc2c(=O)[nH]c(SCC(=O)Nc3cc(OC)ccc3OC)nc21	-10.4%	7.0	-7.1%	2.6%	-27.7%	17.2%	0.0%	-2.1%	-25.3%	4.2%
COCCN(C(=O)c1cc2c(s1)CCCCC2)c1c(N)n(CC(C)C)c(=O)[nH]c1=O	4.2%	-0.4	0.3%	5.8%	-0.8%	7.0%	0.0%	0.8%	0.0%	nt
N#Cc1c(N)nc(SCC(=O)NCc2ccc3c(c2)OCO3)c(C#N)c1-c1cccs1	8.1%	-1.8	0.1%	1.5%	-16.0%	3.8%	0.0%	0.9%	-7.1%	-15.1%
Cn1ncc(SCc2ccccc2)c(Cl)c1=O	3.9%	4.7	-0.7%	5.6%	-22.7%	8.2µM*	0.1%	8.0%	-66.5%[inhibitor]	-4.5%
Cc1ccc(S(=O)(=O)N2[C@@H](c3ccccc3)C(C(=O)O)=CC[C@H]2c2cccc(Cl)c2)cc1	-3.3%	-6.4	-2.3%	10.8%	-4.0%	8.3%	0.0%	11.8%	22.7%	nt
CCn1cc(C(=O)OCc2ccccc2)c(=O)c2ccc(C)nc21	1.9%	-4.6	-9.5%	-13.0%	5.0%	-23.6%	-0.1%	-0.8%	-0.6%	2.3%
CCC(=O)N1CCN(c2ccc(NC(=O)c3ccc(N4CCOCC4)c([N+](=O)[O-])c3)cc2)CC1	4.5%	?	-2.7%	-1.5%	-9.8%	-14.7%	6.5%	-2.0%	?	3.2%
CC1CCCC(C)N1C(=O)COC(=O)c1ccc(F)c(S(=O)(=O)N2CCOCC2)c1 (configuration not stated)	8.1%	0.9	-0.3%	2.4%	2.7%	0.4%	-0.2%	14.6%	15.9%	1.3%
COc1ccccc1NC(=S)N(Cc1ccccc1)Cc1cccs1	2.7%	0.6	0.6%	11.9%	-4.2%	?	-0.3%	7.0%	32.2%	?
Cc1ncc(CO)c(/C=N/NC(=O)c2cccc(S(=O)(=O)N3CCCC3)c2)c1O	-2.2%	1.8	-0.4%	6.1%	-83.9%	-1.1%	-0.2%	-4.6%	8.0%	nt
COCCNC(=O)c1ccc(C)c(NC(=O)C2=C(C)OCCS2)c1	2.9%	0.8	-0.7%	14.3%	-15.9%	13.9%	-0.7%	3.9%	-15.5%	6.7%
